# Assay outcomes as filed in PubChem BioAssay.
# RGS4 inhibitor: human RGS4 inhibition. Transcreener GDP fluorescence polarization, RGS4-accelerated GTP hydrolysis. Potency, µM (doses to about 114 µM), for the others: at the top dose activity change, negative = inhibition, hits mostly inhibitors. 0.039% of 390,000 active; also: potency is read from the fitted curve at half-maximal effect; % is scaled to controls: 0 for no effect and ±100 for the full control effect; nearly all actives have a fitted effect of over 75% in size; some results filed as inactive show a strong effect at the top dose
# Target sequence (P49798 whole entry, looked up): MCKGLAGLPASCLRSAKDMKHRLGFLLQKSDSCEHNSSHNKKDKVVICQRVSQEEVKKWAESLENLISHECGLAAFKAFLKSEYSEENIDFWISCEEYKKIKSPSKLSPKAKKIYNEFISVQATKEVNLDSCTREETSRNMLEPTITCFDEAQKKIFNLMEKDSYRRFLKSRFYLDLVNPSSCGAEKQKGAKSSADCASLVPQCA
#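 MLSMR compounds (23 nl, pin-transferred) preincubated 10 min at room temperature with a 500nM (2x) first reagent, then RGS4 at 900nM (2x) plus Transcreener GDP mix added; fluorescence polarization (620/688 nm) read before and after 90 min at 30 °C.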
# ERG Ets-DNA blk: inhibitors of human ERG Ets domain-DNA interaction; Potency, µM (doses to about 76.9 µM), for the others: at the highest dose FP activity, negative = inhibition, usual class: inhibitors; 0.028% of 370,000 active; fluorescence polarization, His-ERG Ets domain / labelled DNA; active = well fitted inhibition curve with a large enough effect in the polarisation, with a control signal flat; inconclusive = small, poorly fitted or top-dose-only effect, or effect the other way, or a change in a side signal; inactive = no such curve, though single readings can be large or run the other way; the % refers to the polarisation;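 also: polarization taken with two DNA probes labelled with fluorescein and Texas red; potency is read from the fitted curve at half-maximal effect; % of control where 0% means no effect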
#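 His-tagged ERG Ets domain (1 uM in the protein solution; 300mM KCl, 50mM Tris-HCl, 1mM EDTA, 1mM DTT, pH 7.5) received compound, then a probe mix of 5 nM fluorescein-DNA and 100nM Texas-615-DNA. Fluorescence polarization was read for both dyes.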
# GLS inh: inhibitors of human glutaminase (GLS); O94925; GLS enzymatic activity, qHTS titration; Potency, µM (titrated, usually from 45.5 µM), for the others: top-dose activity change, negative = inhibition, most hits filed as inhibitors; 0.21% of 410,000 active; also: potency is read from the fitted curve at half-maximal effect; % is scaled to controls: 0 for no effect and ±100 for the full control effect
#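 Compounds were pin-transferred onto hKGA, after which L-glutamine (1 mM solution) and a detection mix of glutamate oxidase, HRP and Amplex Red were added. Initial and 30 min RT fluorescence reads were collected.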
# HP1b chromo inh: HP1-beta chromodomain-methylated histone interaction inhibition; AlphaScreen HP1-beta / biotin-H3K9me3 peptide binding; Potency, µM (highest dose often 114 µM), for the others: top-dose activity change, negative = inhibition, hits mostly inhibitors; 0.56% of 390,000 active; AID 540317; P83916; also: potency is read from the fitted curve at half-maximal effect; nearly all actives have a fitted effect of over 70% in size; inactives centre near 23
# Target sequence (P83916 whole entry, looked up): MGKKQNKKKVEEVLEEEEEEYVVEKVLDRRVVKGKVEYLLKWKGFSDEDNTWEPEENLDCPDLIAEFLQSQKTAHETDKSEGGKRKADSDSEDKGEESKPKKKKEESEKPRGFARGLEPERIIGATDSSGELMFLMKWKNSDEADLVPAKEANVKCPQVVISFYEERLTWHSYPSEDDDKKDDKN
#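 HP1-beta protein (50 nM final) preincubated 30 min at room temperature with biotinylated H3(1-18)K9me3 peptide (50 nM) in PBS pH 7.4, 0.01% Tween-20, then compound added for 30 min. AlphaScreen streptavidin donor/nickel chelate acceptor beads (10 ug/mL final), 30 min dark, luminescence read.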
# BAZ2B block: BAZ2B (human) inhibition; Potency, µM (titrated, usually from 114 µM), inactives show top-dose activity change, negative = inhibition, hits mostly inhibitors; AID 504333; AlphaScreen BAZ2B-H3K14Ac peptide displacement; 4.4% of 360,000 active; Q9UIF8; also: potency is read from the fitted curve at half-maximal effect; % is scaled to controls: 0 for no effect and ±100 for the full control effect; nearly all actives have a fitted effect of over 60% in size
#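 BAZ2B 50 nM plus b-H3(5-23)K14Ac 50 nM, PBS pH 7.4/0.01% Tween-20, 30 min RT; compound added (max 110 uM), 30 min RT; streptavidin donor/Ni-chelate acceptor beads 10 ug/mL final, 20 min dark; AlphaScreen read.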
# JMJD2A Tudor: blocks the human JMJD2A Tudor domain; AlphaScreen JMJD2A-Tudor / H3K4me3 peptide binding; Potency, µM (top dose mostly 114 µM), without a hit: at the top dose activity change, negative = inhibition, most hits filed as inhibitors; 4.4% of 390,000 active; AID 504339; also: potency is read from the fitted curve at half-maximal effect; % is scaled to controls: 0 for no effect and ±100 for the full control effect; nearly all actives have a fitted effect of over 50% in size
# 12-LOX inh: ALOX12 (human) lipoxygenase inhibition; P18054; purified 12hLO, xylenol orange hydroperoxide absorbance; Potency, µM (top dose mostly 108 µM), for inactives: at the highest dose activity change, negative = inhibition, usual class: inhibitors; 1.1% of 580,000 active; also: potency is read from the fitted curve at half-maximal effect; % is scaled to controls: 0 for no effect and ±100 for the full control effect
#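 Purified human 12hLO (150 nM final) in 25 mM Hepes, 0.01% Triton X-100, pH 7.0 was preincubated 15 min at room temperature with compound. Then 40 uM arachidonic acid was added, 30 min. Hydroperoxide was read by Fe-XO absorbance ratio 573/405 nm.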
# G9a inh: inhibitors of human histone lysine methyltransferase G9a. Q96KQ7. G9a H3K9 monomethylation, AlphaScreen, 2 h. Potency, µM (doses to about 102 µM), inactives show top-dose activity, negative = inhibition, most hits filed as inhibitors. 8.8% of 350,000 active. AID 504332; also: potency is read from the fitted curve at half-maximal effect; % is scaled to controls: 0 for no effect and ±100 for the full control effect; nearly all actives have a fitted effect of over 75% in size
#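 Methyltransferase reactions run at room temperature for 2 h (20 nM enzyme, 500 nM biotin-H3K9 peptide, 20 uM SAM) after a 15 min compound preincubation; product detected by AlphaScreen beads and anti-H3K9me1 antibody.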
# PI4K2A block: PI4K2A (human) kinase inhibition. Q9BTU6. purified PI4K2A, ADP-Glo luminescence, 1 h; stronger effect = lower value. activity change, negative = inhibition, % at 76.9 µM. 0.13% of 420,000 active; in the data active = activity change below about -50%; inconclusive = mostly about -30% to -49%;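 also: -100% = wells without enzyme as full effect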
# Target sequence (Q9BTU6 whole entry, looked up): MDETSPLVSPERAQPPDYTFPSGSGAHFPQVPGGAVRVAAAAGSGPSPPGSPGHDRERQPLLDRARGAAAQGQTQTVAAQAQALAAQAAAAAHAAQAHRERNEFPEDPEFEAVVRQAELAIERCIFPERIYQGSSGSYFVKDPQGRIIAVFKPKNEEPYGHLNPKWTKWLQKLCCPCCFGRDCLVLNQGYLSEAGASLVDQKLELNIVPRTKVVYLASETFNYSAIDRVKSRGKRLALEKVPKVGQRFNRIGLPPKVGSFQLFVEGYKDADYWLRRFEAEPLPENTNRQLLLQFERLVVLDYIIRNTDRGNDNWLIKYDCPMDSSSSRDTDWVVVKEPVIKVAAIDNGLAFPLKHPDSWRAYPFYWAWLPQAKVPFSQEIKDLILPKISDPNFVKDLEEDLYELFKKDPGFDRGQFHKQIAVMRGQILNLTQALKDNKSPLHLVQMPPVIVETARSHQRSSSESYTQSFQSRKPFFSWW
#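 PI4K2A activity was measured by ADP-Glo luminescence: enzyme (4 ug/mL stock) and phosphatidylinositol (1.2 mM stock) in Tris pH 7.5/MgCl2/EGTA/Triton X-100 buffer were reacted with ATP (300 microM stock) for one hour at ambient temperature.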
# * = called active by the depositor; u = inconclusive; x = no result given; & = joins results of further samples; [ ] = another dose, or the depositor's remark. Unless noted, calls follow the shape of the dose curve; as a rule, active = well fitted curve in the direction sought with a large enough effect; inconclusive = small, poorly fitted or top-dose-only effect, or another doubt; inactive = no such curve, though single readings can be large; an effect the other way counts as inactive or inconclusive. The list is partial. The share of hits here may be higher or lower than overall.
RGS4 inhibitor,ERG Ets-DNA blk,GLS inh,HP1b chromo inh,BAZ2B block,JMJD2A Tudor,12-LOX inh,G9a inh,PI4K2A block,Structure
-17%,1%,17%,5%,5%,-12%,18%,-5%,1,O=C(NN1C(=O)c2ccccc2NC1c1ccccn1)c1ccc([N+](=O)[O-])cc1 (configuration not stated)
17%,3%,5%,43%[activator],-1%,u,-20%,45µM*,-1,CCn1c(SCC(=O)Nc2ccc(N3CCOCC3)c(Cl)c2)nnc1-c1ccc(N)cc1
-40%,x,6%,29%,-2%,-12%,-35%,7%,-2,CCn1c(SCc2ccc([N+](=O)[O-])cc2)nnc1C(C)NC(=O)c1ccccc1Br (configuration not stated)
-9%,7%,-6%,58%[activator],-39%,-30%,-11%,-14%[2.33 µM],-2,COc1ccc([C@H]2CC(=O)C=C(c3ccc(OC)c(OC)c3)C2)cc1
23%,-7%,0%,18%,-3%,-5%,0%,4%[12.7 µM],1,COc1ccc(NC(=O)COc2ccc(C)nc2[N+](=O)[O-])cc1S(N)(=O)=O
11%,10%,-2%,1%,x,-34%,-4%,x,9,Cc1ccc2cc(CN(CC3CCCO3)S(=O)(=O)c3ccc4c(c3)OCCO4)c(=O)[nH]c2c1C (configuration not stated)
15%,x,8%,27%,8%,1%,-1%,-3%[12.7 µM],-4,CCOC(=O)COc1ccc(S(=O)(=O)N2CCN(c3ccccc3F)CC2)cc1
19%&0%,5%&-9%,-4%&-8%,170%&106%[activator],156%&49%[activator],110%&74%[activator],3%&-5%,71%&72%[activator][59 µM],-3&5,CCCn1c(/C=C/c2ccccc2)nc2ccccc21
-11%,-9%,-2%,17%,3%,-4%,-8%,-7%[2.33 µM],4,CS(=O)(=O)c1ccc2nc(NC(=O)c3cccc(Cl)c3)sc2c1
-3%,-6%,-6%,-8%,-8%,-22%,-8%,4%[59 µM],-3,CCN(CC)C(=O)c1sc2c(c1C)c(=O)n(-c1ccc(C)c(C)c1)c(=O)n2CC(=O)Nc1ccc(OC)cc1OC
3%,-9%,1%,31%,23%,-5%,0%,7%,6,NC(=O)N/N=C\c1cccs1
1%,-2%,1%,24%,-3%,2%,0%,-4%,-11,O=C(Nc1ccccc1)NC1(C(=O)NCCCN2CCOCC2)CCCCC1
9%[11.4 µM],-8%,-8%,72%[activator],-2%,1%[11.4 µM],1%,36%,5,COc1ccccc1C(=O)Nc1nc2cc3c(cc2s1)OCO3
13%,-3%,-1%,-15%,u,-34%,u,u,-1,COc1ccccc1-n1c(C)c2c(OC)cccc(=O)c2c1C
2%[11.4 µM],0%,-1%,17%,1%,u,1%,20%[59 µM],6,N/C(=N\OC(=O)CSc1ccccc1)c1cccc([N+](=O)[O-])c1
-4%[56.9 µM],-4%,-1%,63%[activator],-14%[57.1 µM],-3%,38%[activator],16%,-5,CCOC(=O)N1CCN(S(=O)(=O)c2c[nH]c(C(=O)OC)c2)CC1
1%,-7%,5%,13%,0%,-3%,7%,47%,2,Cc1cccc(NC(=O)Nc2ccccc2)n1
10%,4%,8%,7%,4%,-7%,2%,4%[12.7 µM],9,CCCCC(=O)Nc1nnn(CCC)n1
-22%,2%,7%,40%[activator],-13%,-11%,-20%,2%[59 µM],-7,CCOC(=O)c1cccc(NC(=O)c2cc(CN3CCCC3)on2)c1
12%,-8%,4%,21%,x,2%,14%,-1%[59 µM],10,CCCc1nnc(SCC(=O)Nc2ccc(OCC)cc2)n1N
-11%,-6%,-4%,52%[activator],-11%,-2%,40%[activator],u,5,COC(=O)CSc1nnc(CSc2nc(C)cc(C)n2)n1Cc1ccco1
19%,-4%,10%,9%,-38%,-20%,-23%,x,0,CC(C)(C)C1CCC(N2CCN(c3ccccc3)CC2)CC1 (configuration not stated)
6%[11.4 µM],-1%,-1%,17%,-2%,-10%[11.4 µM],4%,x,-2,CC(Sc1nncn1C)C(=O)Nc1ccc(S(N)(=O)=O)cc1 (configuration not stated)
-10%,-13%,-2%,-2%,1%,-10%,19%,17%,1,CCOc1ccc(S(=O)(=O)N2CCC(C(=O)NC3CC3)CC2)cc1Cl
3%,-15%,0%,22%,-1%,-3%,-23%,16%,9,Cc1ccn(S(=O)(=O)c2ccc3oc(=O)ccc3c2)n1
0%,11%,-13%,37%,-6%,-4%,6%,u,6,Cc1ccc(Cl)cc1NC(=O)COC(=O)CN1C(=O)C2CCCCC2C1=O (configuration not stated)
3%,-2%,-3%,10%,-12%,-20%,u,6%[59 µM],1,COc1ccccc1NC(=O)CSC1=Nc2ccccc2C2=NC(CC(=O)NCCc3ccccc3)C(=O)N12 (configuration not stated)
-16%,6%,6%,31%,4%,-18%,24%,32%[12.7 µM],4,COC(=O)CCc1c(C)c(C#N)c2nc3ccccc3n2c1N1CCCC1
16%,-6%,-1%,12%,-22%,-16%,-19%,u,-6,CC1(C)CC(Nc2ccc(C(F)(F)F)cc2[N+](=O)[O-])CC(C)(C)N1
-3%,-1%,-3%,-10%,-32%,u,1%,u,1,Cc1ccc(C)c(C(=O)COC(=O)c2cc([N+](=O)[O-])ccc2NCCO)c1
-19%,-3%,-7%,31%,5%,-4%,1%,u,-5,CC(=O)c1ccc(OCC(=O)N2CCN(S(=O)(=O)c3ccc(Br)s3)CC2)cc1
-5%,x,0%,25%,6%,-18%,20%,48%[12.7 µM],-25,Cc1ccc(-c2nnc(Nc3ccccc3)o2)cc1
-31%,-2%,1%,0%,u,u,u,50µM*,0,COC(=O)c1cc2c(ccn2-c2ccc(F)cc2)n1Cc1ccc(OC(C)=O)cc1
-7%,10%,0%,20%,13%,6%,17%,x,-1,CCc1ccc(N2C(=O)C3C4C=CC(CC4)C3C2=O)cc1 (configuration not stated)
-24%,3%,-9%,26%,2%[57.1 µM],-28%,0%,-22%[59 µM],-1,Cc1ccc(NC(=O)Cn2nnc(C(=O)NCCc3ccccc3)c2N)cc1C
37%,-17%,1%,21%,0%,-4%,9%,-2%,-1,O=C(NC1CC1)c1cc(Cl)ccc1[N+](=O)[O-]
-7%,7%,-7%,22%,-29%,-8%,416%[activator],-41%[12.7 µM],10,CC1CCN(C(=O)c2ccccc2NC(=O)c2cccc(S(=O)(=O)N3CCOCC3)c2)CC1
55%[activator],-7%,2%,19%,1%,-10%,0%,25%,1,CC(=O)Oc1ccc(C(=O)N2c3ccccc3NC(=O)C2C)cc1 (configuration not stated)
7%,-2%,0%,18%,2%,-10%,u,-29%,-4,COc1cccc(NC(=O)C(C)N2C(=O)c3ccccc3S2(=O)=O)c1 (configuration not stated)
7%,-7%,11%,28%,x,-20%,23%,x,0,C[C@H](O)[C@@H]1C(=O)N2CCc3ccc(N4CCOCC4)cc3[C@@H]2C[C@@H]1N(C)S(=O)(=O)c1ccccc1
1%&16%,-4%,2%,28%&15%,3%,-9%&-13%,-2%,10%[59 µM],4,Cc1ccc(-c2cccc(C3CC=CC4C3C(=O)N(Cc3ccccc3)C4c3ccc(C(F)(F)F)cc3)c2)cc1 (configuration not stated)
-21%[56.9 µM],10%,-25%,3%,-20%,-10%,-29%,49%,7,COc1cc2c(cc1OC)C(C)N(C(=O)c1sccc1C)CC2 (configuration not stated)
12%,0%,4%,103%[activator],54%[activator],53%[activator],-2%,16%[59 µM],-1,CCOC(=O)c1ccccc1NC(=O)c1c(-c2ccccc2)noc1C
7%,5%,3%,23%,-5%,-8%,-1%,6%[59 µM],0,CCOC(=O)C1CCN(C(=O)Cn2ncc3c4ccccc4n(Cc4ccc(F)cc4)c3c2=O)CC1
12%,-1%,0%,21%,-32%,-12%,-3%,-1%,-1,CN=C1SC(CC(=O)Nc2ccc(F)cc2F)C(=O)N1/N=C(\C)c1cccc(OCC(=O)O)c1 (configuration not stated)
1%,8%,1%,24%,0%,-29%,-5%,23%,-7,COc1cccc(C(=O)C2CCCN(Cc3cccc(OCCO)c3)C2)c1 (configuration not stated)
6%,0%,7%,19%,2%,-27%,-1%,-9%,-13,COc1cc(NC(=O)c2cccnc2Sc2ccc(C)c(C)c2)cc(OC)c1OC
-14%,-3%,0%,30%,-4%,-17%,2%,-1%,-1,C=CCNC(=O)c1ccccc1NC(=O)c1ccc(Cl)c(S(=O)(=O)Nc2cc(C)ccc2C)c1
16%,0%,3%,15%[57 µM],x,-3%,-18%,x,5,COC(=O)c1ccc(COC(=O)CNC(=O)C2CCCCC2)cc1

# Single records (already shown). Order of screens: RGS4 inhibitor, ERG Ets-DNA blk, GLS inh, HP1b chromo inh, BAZ2B block, JMJD2A Tudor, 12-LOX inh, G9a inh, PI4K2A block
# Record of CCOC(=O)C1CCN(C(=O)Cn2ncc3c4ccccc4n(Cc4ccc(F)cc4)c3c2=O)CC1 = 7%, 5%, 3%, 23%, -5%, -8%, -1%, 6%[59 µM], 0
# Record of CN=C1SC(CC(=O)Nc2ccc(F)cc2F)C(=O)N1/N=C(\C)c1cccc(OCC(=O)O)c1 (configuration not stated) = 12%, -1%, 0%, 21%, -32%, -12%, -3%, -1%, -1
# Record of Cc1ccc(-c2cccc(C3CC=CC4C3C(=O)N(Cc3ccccc3)C4c3ccc(C(F)(F)F)cc3)c2)cc1 (configuration not stated) = 1%&16%, -4%, 2%, 28%&15%, 3%, -9%&-13%, -2%, 10%[59 µM], 4
